Sm TGR block = qHTS Assay for the Inhibitors of Schistosoma Mansoni Peroxiredoxins | Schistosoma mansoni thioredoxin glutathione reductase (TGR), Q962Y6 | purified TGR, DTNB reduction, TNB absorbance 405 nm | Potency, µM (highest dose often 114 µM), inactives show top-dose activity change, negative = inhibition, actives largely listed as inhibitors | 360,000 compounds, 3% hits | AID 485364, 2010; also: nearly all actives have a fitted effect of over 60% in size
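First, TGR (20 nM dispensed) and NADPH were mixed with compound. Second, a 15 min room-temperature incubation followed. Third, further NADPH and then DTNB were added to start the reaction. Finally, TNB absorbance was monitored kinetically.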
HCV inhibitor = qHTS Assay for Inhibitors of Hepatitis C Virus (HCV) | Huh7.5.1 HCVcc-Cre infection, luciferase reporter, 44 h | Potency, µM (titrated, usually from 41.8 µM), for the others: at the highest dose activity change, negative = inhibition, hits mostly inhibitors | 340,000 compounds, 3.4% hits
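Infectious HCV cell culture screen: compound-treated cells (1,000/well, pre-plated 4 h) are infected with HCVcc-Cre at roughly 0.5 moi and grown 44 h. Infection is quantified by luciferase signal after 15 min substrate incubation at room temperature.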
Pf growth 48h = Primary qHTS for delayed death inhibitors of the malarial parasite plastid, 48 hour incubation; Potency, µM (doses to about 28.7 µM), inactives show top-dose activity change, negative = inhibition, usual class: inhibitors; P. falciparum luciferase growth in erythrocytes, 48 h; AID 504832, 2011; 310,000 compounds, 5.9% hits
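Erythrocytes infected with P. falciparum carrying an integrated firefly luciferase reporter (2% hematocrit, 0.1% parasitemia final) were exposed to compounds in RPMI 1640 with 0.5% Albumax at 37 C, 5% CO2. Growth inhibition was scored as reduced luminescence.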
LmPK inh = qHTS Assay for Inhibitors of Leishmania Mexicana Pyruvate Kinase (LmPK); Q27686; purified LmPK, Kinase-Glo ATP luminescence, 1 h; Potency, µM (doses to about 57.5 µM), for inactives: at the highest dose activity change, negative = inhibition, usual class: inhibitors; 290,000 compounds, 0.37% hits
Target sequence (Q27686 whole entry, looked up): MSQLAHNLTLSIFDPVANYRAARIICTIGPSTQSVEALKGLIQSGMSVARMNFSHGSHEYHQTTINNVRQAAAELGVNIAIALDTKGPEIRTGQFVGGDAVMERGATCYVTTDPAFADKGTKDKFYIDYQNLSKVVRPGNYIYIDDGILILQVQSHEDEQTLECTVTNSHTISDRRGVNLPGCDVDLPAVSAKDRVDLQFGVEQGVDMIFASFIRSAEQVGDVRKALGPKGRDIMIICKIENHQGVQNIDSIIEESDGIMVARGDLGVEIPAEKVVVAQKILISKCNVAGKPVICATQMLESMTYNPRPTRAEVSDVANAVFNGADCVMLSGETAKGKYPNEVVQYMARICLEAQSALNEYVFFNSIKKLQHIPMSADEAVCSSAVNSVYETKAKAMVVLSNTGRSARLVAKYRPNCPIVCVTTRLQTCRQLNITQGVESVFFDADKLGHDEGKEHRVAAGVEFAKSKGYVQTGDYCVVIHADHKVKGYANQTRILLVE
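In 50 mM imidazole pH 7.2 with 7 mM MgCl2, LmPK (0.1 nM) turned over PEP (0.5 mM) and ADP (0.1 mM) for 1 h at room temperature. Luciferase read-out of ATP.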
TbPYK inhibitor = qHTS of Trypanosoma Brucei Inhibitors | pyruvate kinase (Trypanosoma brucei), Q57TT1 | TbPYK enzyme, Kinase-Glo Plus ATP luminescence, 45 min | Potency, µM (titrated, usually from 76.8 µM), inactives show at the top dose activity, negative = inhibition, usual class: inhibitors | 410,000 compounds, 0.12% hits; also: nearly all actives have a fitted effect of over 50% in size
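Screened from lowest to highest concentration, compounds were pinned into TbPYK/substrate mixtures, and ADP (130 uM final) was added. Plates sat at room temperature for 45 min prior to Kinase-Glo Plus detection by luminescence.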
Pf growth 96h = Primary qHTS for delayed death inhibitors of the malarial parasite plastid, 96 hour incubation. P. falciparum luciferase reporter growth, 96 h. Potency, µM (titrated, usually from 28.7 µM), without a hit: at the top dose activity change, negative = inhibition, most hits filed as inhibitors. 320,000 compounds, 6.9% hits
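Delayed-death screen, second-generation endpoint: infected erythrocytes, 2% hematocrit, 0.05% parasitemia final; 96 hours at 37 C, 5% CO2; luciferase detection reagent; luminescence decrease equals reduced growth.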
Numbers without * were called inactive; u = inconclusive; x = no result given; & = joins results of further samples; [ ] = dose if it differs, or a comment. Calls follow the shape of the dose curve; as a rule, active = well fitted curve in the direction sought with a large enough effect; inconclusive = small, poorly fitted or top-dose-only effect, or another doubt; inactive = no such curve, though single readings can be large; an effect the other way counts as inactive or inconclusive. % is scaled to controls: 0 for no effect and ±100 for the full control effect; potency is read from the fitted curve at half-maximal effect.

#1 COc1ccccc1NC(=S)N1CCN(C(=O)C2CCCO2)CC1 (centres undefined)
#2 Clc1ccccc1OCCCOc1cccc2cccnc12
#3 Cn1ncc(Br)c1C(=O)NC1CCCCCCC1
#4 O=S(=O)(Nc1cc(Cl)ccc1N1CCCCC1)c1cccs1
#5 COc1ccc(-c2nc3ccccc3c(C(=O)Nc3ccc(S(=O)(=O)Nc4cc(C)on4)cc3)c2C)cc1
#6 CC(C(=O)NCC(=O)Nc1ccc(F)c(F)c1F)N1CCN(Cc2ccc(C#N)cc2)CC1 (centres undefined)
entry no.	1	2	3	4	5	6
Sm TGR block	30%	2%	-8%	-34%	-11%	-7%
HCV inhibitor	15%	-7%	5%	-7%	-14%	-14%
Pf growth 48h	-2%	12%	2%	u	10µM*	-16%
LmPK inh	4%	4%	-2%	1%	9%	x
TbPYK inhibitor	5%	-2%	0%	-9%	-7%	3%
Pf growth 96h	96%[activator]	-74%	u	u	u	-14%

#7 O=C(c1cc2cc(Br)ccc2[nH]1)N1CCC2(CC1)OCCO2
#8 CCN1CCN(Cc2nnc(-c3ccc(C)cc3)o2)CC1
#9 CCn1nnnc1SCC(=O)N1CCN(c2ccccc2)CC1
#10 O=C(Nc1cccc(S(=O)(=O)NC2=NCCC2)c1)c1ccc(=O)[nH]c1
#11 COc1cc(C2C(C(=O)c3ccco3)=C(O)C(=O)N2CCc2ccccc2)ccc1O (centres undefined)
#12 CC1CN(C(=O)c2ccc(-c3ccccc3Cl)o2)CC(C)O1 (centres undefined)
entry no.	7	8	9	10	11	12
Sm TGR block	-16%	-10%	4%	5.6µM*	-7%	-15%
HCV inhibitor	10%	-6%	24%	16%	-4%&3%	-9%
Pf growth 48h	u	33%[activator]	36%[activator]	1%	0%	13%
LmPK inh	7%	2%	8%	x	0%	x
TbPYK inhibitor	-9%	1%	2%	7%	1%	0%
Pf growth 96h	u	23%	-1%	-18%	x	4%

#13 COc1ccc(S(=O)(=O)NC(Cc2cnc[nH]2)C(=O)O)cc1 (centres undefined)
#14 O=C(NCc1ccccc1)c1cccn(Cc2cccc(Cl)c2)c1=O
#15 COc1ccc(CCNC(=O)CC2SC(=NCc3ccccc3OC)NC2=O)cc1 (centres undefined)
#16 COc1cccc(CN(C)C(=O)CSC(C)C(=O)Nc2cc(C)on2)c1OC (centres undefined)
#17 C/C(=N\NC(=O)c1nnn(-c2nonc2N)c1C(C)C)c1ccncc1
#18 COc1ccc(CNCC(O)(c2ccccc2)c2ccc(Cl)cc2)cc1 (centres undefined)
entry no.	13	14	15	16	17	18
Sm TGR block	7%	16%	32%	-2%	-3%	2%
HCV inhibitor	17%	u	-16%	1%	15%	u
Pf growth 48h	4%	-29%	-25%	u	-36%	2.3µM*
LmPK inh	-3%	-6%	8%	x	1%	4%
TbPYK inhibitor	2%	-2%	-5%	2%	-7%	-4%
Pf growth 96h	42%[activator]	u	u	5%	6%	2.3µM*

#19 Cc1cc(C)n2nc(C(=O)NCC(=O)Nc3ccc(F)c(F)c3)nc2n1
#20 CC(=O)Nc1ccc(SC[C@H](CC(C)C)N2CCN(CCc3ccccc3)CCC2=O)cc1
#21 O=C1CCCN1CCCNC(=S)Nc1ccc(Cl)cc1Cl
#22 O=C(Nc1cnc2ccccn2c1=O)c1ccc(Cl)cc1
#23 O=C(c1cc(-c2ccc(F)cc2)on1)N1CCCC1
#24 Cc1c(S(=O)(=O)NC(C)c2ccccc2)c(=O)n(C)c(=O)n1C (centres undefined)
entry no.	19	20	21	22	23	24
Sm TGR block	1%	u	89µM*	6%	7%	0%
HCV inhibitor	13%	7%	-3%	-8%	12%	x
Pf growth 48h	32%[activator]	9.3µM*	27%	110%[activator]	90%[activator]	-5%
LmPK inh	x	6%	5%	-3%	-13%	-6%
TbPYK inhibitor	3%	6%	-2%	3%	-1%	5%
Pf growth 96h	1%	7.4µM*	12%	90%[activator]	x	5%

#25 Cc1ccc(SCCNS(C)(=O)=O)cc1
#26 COc1ccc(N2CCN(Cc3cc(=O)oc4ccc5ccccc5c34)CC2)cc1
#27 COc1ccc(OC)c(CC(=O)Nc2cc(S(=O)(=O)N3CCCCC3)ccc2C)c1
#28 O=C(c1cc2ccccc2o1)N1CCN(Cc2ccccc2)CC1
#29 NC(=O)c1c(NC(=O)CN2CCN(S(=O)(=O)c3ccccc3)CC2)sc2c1CCC2
#30 Cc1ccc(C)c(S(=O)(=O)N2CCN(C(=O)c3ccc(N4CCCC4)c([N+](=O)[O-])c3)CC2)c1
entry no.	25	26	27	28	29	30
Sm TGR block	6%	-20%	-1%	-3%	u	-10%
HCV inhibitor	-1%	-9%	u	-19%	10µM*	0%
Pf growth 48h	29%	u	u	u	u	u
LmPK inh	-10%	2%	x	0%	x	0%
TbPYK inhibitor	1%	5%	3%	-2%&-4%	-6%	-6%
Pf growth 96h	x	0%	u	u	6%	u

From no. 19 to 30, as listed above:
#19 Cc1cc(C)n2nc(C(=O)NCC(=O)Nc3ccc(F)c(F)c3)nc2n1
#20 CC(=O)Nc1ccc(SC[C@H](CC(C)C)N2CCN(CCc3ccccc3)CCC2=O)cc1
#21 O=C1CCCN1CCCNC(=S)Nc1ccc(Cl)cc1Cl
#22 O=C(Nc1cnc2ccccn2c1=O)c1ccc(Cl)cc1
#23 O=C(c1cc(-c2ccc(F)cc2)on1)N1CCCC1
#24 Cc1c(S(=O)(=O)NC(C)c2ccccc2)c(=O)n(C)c(=O)n1C (centres undefined)
#25 Cc1ccc(SCCNS(C)(=O)=O)cc1
#26 COc1ccc(N2CCN(Cc3cc(=O)oc4ccc5ccccc5c34)CC2)cc1
entry no.	19	20	21	22	23	24	25	26
Sm TGR block	1%	u	89µM*	6%	7%	0%	6%	-20%
HCV inhibitor	13%	7%	-3%	-8%	12%	x	-1%	-9%
Pf growth 48h	32%[activator]	9.3µM*	27%	110%[activator]	90%[activator]	-5%	29%	u
LmPK inh	x	6%	5%	-3%	-13%	-6%	-10%	2%
TbPYK inhibitor	3%	6%	-2%	3%	-1%	5%	1%	5%
Pf growth 96h	1%	7.4µM*	12%	90%[activator]	x	5%	x	0%

#27 COc1ccc(OC)c(CC(=O)Nc2cc(S(=O)(=O)N3CCCCC3)ccc2C)c1
#28 O=C(c1cc2ccccc2o1)N1CCN(Cc2ccccc2)CC1
#29 NC(=O)c1c(NC(=O)CN2CCN(S(=O)(=O)c3ccccc3)CC2)sc2c1CCC2
#30 Cc1ccc(C)c(S(=O)(=O)N2CCN(C(=O)c3ccc(N4CCCC4)c([N+](=O)[O-])c3)CC2)c1
entry no.	27	28	29	30
Sm TGR block	-1%	-3%	u	-10%
HCV inhibitor	u	-19%	10µM*	0%
Pf growth 48h	u	u	u	u
LmPK inh	x	0%	x	0%
TbPYK inhibitor	3%	-2%&-4%	-6%	-6%
Pf growth 96h	u	u	6%	u

Carrying on:
#31 COc1ccc(CCN2C(=O)CC(Sc3ncccc3C(=O)O)C2=O)cc1OC (centres undefined)
#32 COc1ccc(Cl)cc1NC(=S)NCCO
#33 COC(=O)c1ccc2c(=O)n(-c3ccc(OC)cc3)c(=S)[nH]c2c1
#34 O=C(O)C1CCC(=O)N(C2CCCCC2)C1c1ccccc1Cl (centres undefined)
#35 CCOC(=O)CSc1nnc2n(Cc3ccccc3)c(=O)c3c4c(sc3n12)CCC4
#36 c1ccc(C2=NNC(c3ccco3)=Nc3ccccc32)cc1
entry no.	31	32	33	34	35	36
Sm TGR block	11µM*	27%	0%	16%	0%	x
HCV inhibitor	-8%	0%	-6%	0%	14%	-7%
Pf growth 48h	1%	52%[activator]	39%[activator]	35%[activator]	8%	u
LmPK inh	-3%	5%	3%	-2%	-4%	7%
TbPYK inhibitor	-6%	-4%	0%	4%	-6%	2%
Pf growth 96h	49%[activator]	u	u	36%[activator]	-26%	30%

#37 CC(NC(=O)c1ccnc(C(C)(C)C)c1)c1ccccc1 (centres undefined)
#38 CCN(C(=O)COC(=O)COc1ccc2c(c1)CCC2)c1c(N)n(Cc2ccccc2)c(=O)[nH]c1=O
#39 O=C(NCc1ccccn1)C1CC(c2ccc(F)cc2)=NO1 (centres undefined)
#40 CC(OC(=O)Cc1ccc(Cl)cc1)C(=O)NC1CCCCC1C (centres undefined)
#41 CC(OC(=O)CCN1C(=O)C2CC=CCC2C1=O)C(=O)Nc1cccc(Cl)c1 (centres undefined)
#42 CNC(=S)N/N=C/C1=CCC2CC1C2(C)C (centres undefined)
entry no.	37	38	39	40	41	42
Sm TGR block	0%	-11%	-5%	-11%	3%	2%
HCV inhibitor	u	2%	4%	-6%	11%	18%
Pf growth 48h	2%	-12%	x	-8%	47%[activator]	5.9µM*
LmPK inh	-7%	x	4%	x	x	0%
TbPYK inhibitor	-2%	-2%	-9%	0%	0%	2%
Pf growth 96h	-6%	27%	2.9µM*	44%[activator]	0%	4.1µM*

#43 CCC(C)NC(=O)NC(=O)CSc1nnc(-c2ccccc2F)n1C1CC1 (centres undefined)
#44 CC(NC(=O)N1CCN(c2ccccc2F)CC1)c1ccc(F)c(F)c1 (centres undefined)
#45 CCOc1ccc(NC(=O)CN(C)C(=O)c2c(C)noc2C)cc1OCC
#46 COc1cccc(CC(=O)OCC(=O)NC(C)c2ccc(F)cc2)c1 (centres undefined)
#47 CSc1nnc(NC(=O)C23CC4CC(CC(C4)C2)C3)s1
#48 CC(C)OCC(O)CS(=O)(=O)Cc1ccccc1 (centres undefined)
entry no.	43	44	45	46	47	48
Sm TGR block	0%	6%	1%	-12%	-5%	1%
HCV inhibitor	-9%	1%	-2%	7%	4%	6%
Pf growth 48h	-8%	u	5%	-13%	53%[activator]	x
LmPK inh	-4%	-5%	x	x	0%	2%
TbPYK inhibitor	-16%	1%	-2%	0%	-5%	1%
Pf growth 96h	-7%	0%	15%	-14%	38%[activator]	11%

#49 C/C(=N\NC(=O)c1nnn(-c2nonc2N)c1CN(C)c1ccccc1)c1ccccn1
#50 COC(=O)c1cc(NCc2ccccc2F)ccc1N1CCOCC1
#51 NC(=O)Nc1cccc2ccccc12
#52 Cc1ccc(NC(=O)CNC(=O)c2ccco2)nc1
#53 COc1ccccc1NCC(=O)N1CCN(S(=O)(=O)c2ccccc2)CC1
#54 O=C(/C=C\NCC(=O)c1ccccc1)c1ccccc1
#55 CC(C(=O)Nc1ccc2c(c1)OCCO2)N1CCN(C(=O)c2ccco2)CC1 (centres undefined)
entry no.	49	50	51	52	53	54	55
Sm TGR block	7%	-15%	-11%	0%	-2%	28µM*	7%
HCV inhibitor	4.5µM*	-22%	u	5%	9%	20%	20%
Pf growth 48h	13µM*	0%	-3%	16%	-17%	-9%	x
LmPK inh	-1%	1%	-1%	-1%	x	-1%	0%
TbPYK inhibitor	0%	-16%	-3%	-5%	2%	-19%	8%
Pf growth 96h	5.2µM*	u	-25%	u	-9%	-3%	u

Bioassay records deposited in PubChem BioAssay by National Center for Advancing Translational Sciences (NCATS).
